From PubChem
HepG2 tox: qHTS for Inhibitors of TGF-b: Cytotox Counterscreen; HepG2 CAGA-GFP viability, ATP luminescence, 18 h; Potency, µM (titrated, usually from 46.1 µM), inactives show at the highest dose activity change, negative = cytotoxicity, most hits filed as cytotoxic; 410,000 tested, 0.76% active; AID 588856, 2011; further: potency means the concentration at half of the fitted maximal effect; some results filed as inactive show a strong effect at the top dose
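CellTiter-Glo luminescence gave cytotoxicity after 18 hours at 37 degrees C. The cells were HepG2 CAGA-GFP in 1% FBS DMEM, stimulated with 500 pg/mL TGF-beta after compound addition. %Activity was normalised to no-cell wells (complete cell-killing) and DMSO (no toxicity), and curves were fitted and classified.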
TGFb SMAD3 inh: qHTS for Inhibitors of TGF-b. HepG2 CAGA-GFP TGF-b/SMAD3 reporter, GFP fluorescence, 18 h; TGF-beta stimulated, 500 pg/mL final. Potency, µM (highest dose often 46.1 µM), inactives show top-dose activity, negative = inhibition, most hits filed as inhibitors. 410,000 tested, 1.2% active; further: potency means the concentration at half of the fitted maximal effect; on the % scale 0 is the no-effect control and ±100 the full control effect; nearly all actives have a fitted effect of over 65% in size
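HEPG2 CAGA-GFP, 1000 cells/well; 2 h settle, 37 C; cpd via pin tool; TGF-b 500 pg/mL final; 18 h, 37 C; GFP imaging ex488/em500-530; %Activity normalised to -TGF-b and +DMSO controls; CRC fit, curve class.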
Abeta yeast res: qHTS for compounds that reverse cellular toxicity of Amyloid beta (A-beta) peptide in yeast: Primary Screen | AID 1347071, 2019 | 410,000 tested, 0.063% active | Potency, µM (titrated, usually from 46.1 µM), without a hit: at the top dose growth rescue, usual class: activators | yeast expressing A-beta42, growth rescue, OD600, 48 h; response scale: 0% DMSO, 100% iron-clioquinol control; further: potency means the concentration at half of the fitted maximal effect; nearly all actives have a fitted effect of over 55% in size
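Yeast growth medium received pinned compounds, then yeast cells expressing toxic A-beta were added; plates incubated at 30 C for 48 hr. Growth read as absorbance at 600 nm, normalized to DMSO and equimolar FeCl3 plus clioquinol controls.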
Nrf2 ARE act: qHTS of Nrf2 Activators. AID 624171, 2012. Potency, µM (top dose mostly 46.1 µM), inactives show at the top dose activation, most hits filed as activators. 410,000 tested, 0.31% active. AREc32 ARE-luciferase reporter (MCF7-derived line), luminescence, 24 h; further: potency means the concentration at half of the fitted maximal effect; % of control where 0% means no effect; nearly all actives have a fitted effect of over 65% in size
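Steps: seed AREc32_Fluc cells (1000/well, 5% FBS OPTI-MEM); incubate overnight at 37 deg C; add 23 nL compound; incubate 24 hr; add Steady-Glo; hold 30 min RT; read luminescence.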
pAkt inh: HTS Assay for Inhibitors of Akt Phophorylation: Primary Screen; 360,000 tested, 0.32% active; AID 651550, 2012; activity change, % for hits at 50 µM; Neuro2A IGF-stimulated pAkt S473 HTRF, 20 min; active compounds read low; in the data active means activity change below about -80%; inconclusive means mostly about -51% to -80%; further: on the % scale 0 is the no-effect control and ±100 the full control effect
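Single-point screen (50 µM final compound) in Neuro2A cells stimulated 20 min with 6 nM IGF at 37 deg C. After lysis, Ser473-phosphorylated Akt read by HTRF (ex 330 nm, em 615/665 nm) as the 665/615 ratio.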
Nrf2 inh: Nrf2 qHTS screen for inhibitors; A549 ARE-Fluc reporter, luciferase luminescence, 18-24 h; Potency, µM (top dose mostly 46 µM), without a hit: top-dose activity change, negative = inhibition, most hits filed as inhibitors; 360,000 tested, 2.1% active; further: potency means the concentration at half of the fitted maximal effect; on the % scale 0 is the no-effect control and ±100 the full control effect; nearly all actives have a fitted effect of over 60% in size
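Nrf2 activity is the BugLite luminescence, read 15 min after reagent at room temperature, following CellTiter-Fluor cytotoxicity readout (30 min, 37C). Compound titrations were applied for 18-24 h to 5000 A549 ARE_Fluc cells/well in 5% FBS OPTI-MEM.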
A549 tox: Nrf2 qHTS screen for inhibitors: counterscreen for cytotoxicity | Potency, µM (doses to about 46 µM), for the others: at the top dose activity change, negative = cytotoxicity, hits mostly inhibitors | A549 ARE-Fluc cells, CellTiter-Fluor viability, 18-24 h | 390,000 tested, 0.16% active | AID 504648, 2011; further: potency means the concentration at half of the fitted maximal effect; on the % scale 0 is the no-effect control and ±100 the full control effect
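A549 ARE_Fluc cells in 5% FBS OPTI-MEM were exposed to compounds in concentration-response for 18-24 h at 37 deg C. Viability was read by CellTiter-Fluor fluorescence (Ex 405/Em 525) after 30 min, before the luciferase read.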
Mm-Cpn inhibitor: Inhibitors of TCP-1 ring complex (TRiC) of Methanococcus maripaludis (MmCpn): qHTS; purified Mm-Cpn ATPase, ADP Transcreener TR-FRET; Potency, µM (titrated, usually from 76.9 µM), without a hit: at the highest dose activity, negative = inhibition, hits mostly inhibitors; 330,000 tested, 0.031% active; AID 504842, 2011; further: potency means the concentration at half of the fitted maximal effect; on the % scale 0 is the no-effect control and ±100 the full control effect; nearly all actives have a fitted effect of over 80% in size
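ATPase read-out: TR-FRET ADP immunoassay (anti-ADP Eu cryptate vs ADP-d2), ex 320 nm, em 590/665 nm; signal drops as ADP forms. Enzyme 25 nM, ATP 10 uM, 30 min at 37°C after 10 min compound preincubation.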
CCT chaperon mod: High-Throughput Screening for Modulators of Cytosolic Chaperonin Activity; 360,000 tested, 0.3% active; AID 651819, 2012; activity change, % (concentration not given with the values), hits read low; purified chaperonin ATPase assay, HTRF ADP detection, 30 min; in the data active means activity change below about -30%; further: on the % scale 0 is the no-effect control and ±100 the full control effect
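ATPase activity: ADP formed was measured by HTRF Transcreener (665/615 nm ratio) after 30 min at 37 deg C with 10 uM ATP. Compounds screened at one 76 uM concentration against 40 or 20 nM TRiC in Tris pH 7.4/KCl/MgCl2/DTT buffer.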
An asterisk follows results filed as active; i = inactive; ? = inconclusive; · = no result given; & = joins results of further samples; [ ] = dose if it differs, or a comment. Unless noted, the call rests on the fitted dose curve; in most records, active means well fitted curve in the direction sought with a large enough effect; inconclusive means small, poorly fitted or top-dose-only effect, or another doubt; inactive means no such curve, though single readings can be large; an effect the other way counts as inactive or inconclusive.

Screens in order – TGFb SMAD3 inh	CCT chaperon mod	Nrf2 inh	Mm-Cpn inhibitor	HepG2 tox	pAkt inh	Nrf2 ARE act	A549 tox	Abeta yeast res
> O=[N+]([O-])c1c(C(Cl)Cl)nn(-c2ccc(Cl)cc2)c1N1CCCCC1
  14.2%	-2.8	-1.6%	-0.1%	-20.9%	i	2.2%	-16.0%	-10.3%
> O=C(Nc1cccc(Br)c1)c1ccc(Cl)c(S(=O)(=O)N2CCOCC2)c1
  ?	0.0	10.3µM*	-0.9%	-31.3%	i	-0.7%	?	4.5%
> Cc1ccc2cn[nH]c2c1NC(=S)NC(=O)c1ccccc1
  ?	-2.2	-4.8%	0.1%	-15.7%	i	20.5%	6.8%	?
> COc1ccccc1/C=C/C(=O)NCCc1ccccn1
  -6.6%	-1.0	?	3.8%	6.2%	i	3.3%	1.0%	4.9%
> COc1cccc(CNC(=O)c2nnn(CC(=O)Nc3c(C)cccc3C)c2N)c1
  12.1%	-1.6	-9.4%	0.4%	-14.1%	i	-0.6%	-5.2%	4.0%
> NS(=O)(=O)OCCCCCc1ccccc1
  -25.2%	-1.6	?	-0.6%	-12.1%	i	1.0%	-3.5%	22.2%
> COc1ccccc1N(CC(=O)Nc1ccccc1C(=O)N1CCOCC1)S(C)(=O)=O
  -0.1%	-1.3	-6.2%	0.2%	2.8%	i	0.3%	1.1%	-2.4%
> COc1ccc(S(=O)(=O)N(C)C)cc1NC(=O)COC(=O)c1nn(C)c(=O)c2ccccc12
  ?	1.2	14.9%	-2.2%	-0.7%	i	-0.6%	-1.6%	·
> O=C(c1n[nH]c2c1CCC2)N1CCCC(Nc2cccc(F)c2)C1 (stereo not drawn)
  -3.4%	-0.7	-3.1%	2.2%	-36.0%	i	-0.5%	-1.0%	9.5%
> Cc1occc1-c1nnc(SCC(=O)N2c3ccccc3CCc3ccccc32)n1C
  1.4%	0.0	15.1%	-10.1%	-19.9%	i	-0.1%	16.6%	7.5%
> CC(NS(C)(=O)=O)C(c1cccs1)N1CCN(c2ccc(F)cc2)CC1 (stereo not drawn)
  0.8%	-2.1	-14.6%	-1.4%	-18.4%	i	-0.6%	-3.0%	-1.5%
> Cc1nnc(NS(=O)(=O)c2ccc(F)cc2)s1
  -0.6%	-0.5	-0.6%	·	-4.8%	i	-0.3%	0.9%	-2.9%
> CCOC(=O)C1=C(C)Nc2ccccc2N/C1=N\S(=O)(=O)c1cc(C(=O)O)ccc1Cl
  -2.1%	0.4	-11.8%	-0.1%	2.5%	i	0.0%	0.9%	-0.9%
> O=C(C1CCCN1C(=O)c1cccs1)N1CCN(S(=O)(=O)c2ccc(F)cc2)CC1 (stereo not drawn)
  -12.2%	-1.2	15.0%	1.2%	3.6%	i	0.0%	0.4%	22.4%
> Cn1c(=O)c2c(nc3n2CC(CO)O3)n(C)c1=O (stereo not drawn)
  -0.1%	1.4	11.4%	-0.6%	1.3%	i	-1.1%	-5.2%	4.9%

Ordered by molecular weight (ascending): some entries from above
Screens in order – TGFb SMAD3 inh	CCT chaperon mod	Nrf2 inh	Mm-Cpn inhibitor	HepG2 tox	pAkt inh	Nrf2 ARE act	A549 tox	Abeta yeast res
> NS(=O)(=O)OCCCCCc1ccccc1
  -25.2%	-1.6	?	-0.6%	-12.1%	i	1.0%	-3.5%	22.2%
> Cn1c(=O)c2c(nc3n2CC(CO)O3)n(C)c1=O (stereo not drawn)
  -0.1%	1.4	11.4%	-0.6%	1.3%	i	-1.1%	-5.2%	4.9%
> Cc1occc1-c1nnc(SCC(=O)N2c3ccccc3CCc3ccccc32)n1C
  1.4%	0.0	15.1%	-10.1%	-19.9%	i	-0.1%	16.6%	7.5%

The list continues:
Screens in order – TGFb SMAD3 inh	CCT chaperon mod	Nrf2 inh	Mm-Cpn inhibitor	HepG2 tox	pAkt inh	Nrf2 ARE act	A549 tox	Abeta yeast res
> O=C1/C(=C/c2cccnc2)SC(=S)N1N1CCOCC1
  33.8%[activator]	1.6	3.2%	0.7%	136.6%	i	-0.6%	5.7%	12.2%
> CC1CN(c2snnc2C=C2C(=O)OC(C)(C)OC2=O)CC(C)O1 (stereo not drawn)
  0.4%	-0.7	2.7%	1.0%	5.5%	i	-0.6%	-6.8%	27.8%
> CCc1cccc(NC(=O)c2coc(=O)c3ccccc23)c1
  -4.1%	·	2.4%[9.27 µM]	·	-27.6%	·	16.9%	-13.8%	19.1%
> COc1cc([N+](=O)[O-])ccc1NC(=O)N1CCN(c2cc(-c3noc(C)n3)ccc2C)CC1
  -11.8%	·	·	·	-10.2%	·	3.4%	-9.8%	-1.4%
> CCc1ccc(C2=C(C)C(N3CCC(C(=O)NCc4ccccc4)CC3)=NS2(=O)=O)cc1
  -1.9%	·	-10.2%	·	-0.7%	·	3.5%	-1.5%	-10.0%
> COc1cccc(C2=CC(=O)CC(C)(C)C2)c1
  -4.6%	0.4	-13.5%	-4.1%	-0.3%	i	-1.8%	-2.1%	1.8%
> O=C1N/C(=N/N=C/c2ccccc2O)SC1Cc1ccc(F)cc1 (stereo not drawn)
  ?	-7.1	-13.5%	-1.7%	-29.1%	i	0.9%	-5.4%	1.7%
> CC1(C(=O)N/N=C/c2cc3c(cc2Br)OCO3)CC1(Br)Br (stereo not drawn)
  -14.1%	-2.2	-14.8%	3.1%	1.9%	i	0.1%	10.6%	3.2%
> N#CCCn1[nH]c(-c2ccccc2)cc1=O
  -6.7%	-1.1	1.5%	0.1%	11.7%	i	?	-11.3%	12.9%
> Cc1ccc(C(=O)Cn2nnc3ccccc32)cc1C
  ?	1.1	?	1.2%	2.6%	i	2.1%	-0.1%	-4.7%
> Cc1ccc(C)c(N2CCN(C(=O)c3cc(S(=O)(=O)N4CCCCC4)cn3C)CC2)c1
  16.2%	·	·	·	0.8%	·	-0.3%	16.9%	-17.5%
> CCCN=C1N(CC)C[C@@H]2[C@@H]3C(=O)N(C)C(=O)[C@@H]3[C@](Cc3ccccc3)(C(=O)OC)N12
  -3.8%	0.2	1.0%	2.0%	-10.4%	i	0.3%	3.6%	-13.5%
> CCCCN(C)C(=O)c1cn(C)c2ccc(S(=O)(=O)N3CCC(C)CC3)cc2c1=O
  -3.9%&-11.3%	-0.2	6.8%&-5.6%	-1.2%	4.9%&13.3%	i	-0.1%&-1.1%	-5.9%&2.1%	2.6%&-10.6%
> Cc1ccc(-n2cc(C(=O)Oc3cccc(C)c3)c3ccccc3c2=O)cc1
  -8.8%	·	·	·	3.7%	·	2.0%	13.6%	-12.4%
> Cc1ccc(CNC(=O)c2cccn2-c2nnc(N3CCCCC3)s2)cc1
  7.94µM*	·	5.6%	·	-38.8%	·	4.6%	4.0%	3.3%

(more compounds)
Screens in order – TGFb SMAD3 inh	CCT chaperon mod	Nrf2 inh	Mm-Cpn inhibitor	HepG2 tox	pAkt inh	Nrf2 ARE act	A549 tox	Abeta yeast res
> CCCCC(=O)Nc1ccc(C(=O)NCCc2ccc(S(N)(=O)=O)cc2)cc1
  1.8%	0.7	5.8%	-0.7%	5.7%	i	1.5%	-10.5%	4.5%
> Nc1nonc1-n1nnc(C(=O)N/N=C/c2ccc(OCc3ccc(F)cc3)cc2)c1COc1ccccc1
  -22.5%	-0.6	?	-3.2%	-43.9%	i	3.2%	-17.1%	3.1%
> O=S1(=O)C=C(SCc2ccc(Cl)c(Cl)c2)Nc2ccccc21
  ?	-0.2	·	0.4%	-1.8%	i	3.4%	-18.7%	10.3%
> COc1ccc(Nc2nc(N)nc(CSc3nnc(C)s3)n2)cc1
  6.5%	-2.2	?	-15.3%	-18.4%	i	5.5%	2.6%	-18.8%
> O=C(NNc1ccccc1)C(CCO)C(=O)NNc1ccccc1
  4.7%	0.7	-29.3%	0.4%	2.8%	i	2.5%	-1.5%	20.3%
> Cc1ccc(S(=O)(=O)N2CCCN(C(=O)CNC(=O)c3cccc(C)c3)CC2)cc1
  0.9%	1.7	-11.9%	0.8%	11.3%	i	0.3%	0.2%	0.1%
> Cc1ccc(C)c(N2CCN(Cc3nnc(-c4ccccc4)o3)CC2)c1
  ?	·	0.4%	·	-23.8%	·	3.1%	-3.7%	-12.0%
> CN(C(=O)c1cccc(NC(=O)Cc2cccc(NC(=O)C3CCN(C(=O)C4CCC4)CC3)c2)c1)C1CCC1
  3.3%	-0.4	?	·	-0.4%	i	4.3%	4.8%	3.4%
> CC(C)C1COS(=O)(=O)NC1CC(=O)SC(C)(C)C (stereo not drawn)
  -0.9%	1.1	13.6%	-2.1%	-13.6%	i	0.9%	6.3%	-13.5%
> COc1ccc(Nc2nc3ccc(Cl)cc3n3nnnc23)cc1OC
  102.6%[activator]	·	13.7%	·	34.1%	·	13.4%	11.8%	-18.3%
> Cc1ccc(S(=O)(=O)n2nc(C)c(C#N)c2N)cc1
  1.2%	-1.1	-18.8%	0.4%	-7.0%	i	0.1%	9.2%	-3.4%
> CCOC(=O)C1CCN(C(c2ccccn2)c2c(C)[nH]c3ccccc23)CC1 (stereo not drawn)
  ?	-3.3	-11.1%	0.2%	-8.9%	i	?	-10.1%	10.1%
> CCC(CC)C(=O)Nc1cccc(-c2nc3ccccc3s2)c1
  -20.6%	·	-9.5%	·	-32.7%	·	5.9%	-14.3%	-27.2%

Rows were taken by chance; overall some 4.3% were active at least once.
